From PubChem BioAssay
DENV2 CPE rescue: DENV2-induced cell death inhibition. DENV2-infected cells, cytopathic effect rescue, plate reader. CPE inhibition, % at 9.99 µM. actives 1.7% (n = 350,000). AID 651640; in the data active = CPE inhibition above about 20%, passing the limit was not always enough; inconclusive = no clear call, values can overlap the other calls; tested in BHK-21 cells;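 also: 0% = median of neutral control wells and 100% = median of positive control wells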
INS-1E GSIS act: primary screen for activators of insulin secretion dependent on glucose, INS-1E cells, GLuc reporter luminescence | INS-1E GLuc reporter insulin secretion, 2-3 h | activation, % at 16.6 µM | actives 0.61% (n = 370,000);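 active = lowest replicate activation of at least 40%, so every replicate reaches that level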;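 also: 0% = median of neutral control wells and 100% = median of IBMX positive control wells; some compounds called inactive have numbers as strong as hits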
PAX8 reporter: inhibitors of PAX8 transcriptional activity in RMG-I cells; RMG-I TPO-luciferase reporter, SteadyGlo, 24 h; inhibition, % at 12.6 µM; actives 1.2% (n = 360,000); AID 652154;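 active = mean replicate inhibition at least 60% with every replicate also reaching 60%; inconclusive = only one of the two criteria is met; inactive = mean below 60% and not all replicates reaching 60%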;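 also: luciferase light reporting Pax8 driven TPO promoter activity; plate controls were median of neutral control wells for no effect and mitoxantrone controls for full effect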
miR122 inh: inhibitors of miR-122 in Huh7 cells. Huh7 miR-122 Renilla luciferase sensor, 48 h; neutral wells = 0, positive control = 100. activation (reporter increase), % at 12.5 µM. actives 0.3% (n = 340,000);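 active = mean replicate activation score at least 90 and every replicate individually at or above 90; inconclusive = only one of the two criteria met; inactive = neither criterion met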;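 also: higher luciferase means less miR-122 activity so hits act as miR-122 inhibitors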
F508del corr: CFTR F508del correction in bronchial cells. AID 720511. activity (quench increase), % at 7.58 µM. CFBE cells, YFP halide quenching; stimulated with forskolin plus potentiator P3; % fluorescence drop versus neutral controls. actives 0.36% (n = 350,000);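 active = mean added fluorescence quench of at least 8% versus neutral control, with both replicates also reaching 8%; inconclusive = only one of the mean or replicate conditions met; inactive = mean below 8% and not both replicates reaching 8%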;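 also: cells transiently co-express mutant CFTR-F508del with the halide-sensitive YFP; corrector assay measuring rescue of mutant channel to the surface after 24 h compound exposure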
EWS-Fli block: blocks EWS/Fli oncoprotein-driven transcription; A673 NR0B1-luciferase reporter, viability-normalised; actives 0.67% (n = 350,000); inhibition, % at 12.6 µM;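 active = mean inhibition of at least 50% after viability correction, with every replicate also passing that limit; inconclusive = mean reaches 50% but only one of two replicates passes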;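 also: firefly luciferase signal divided by Alamar Blue viability fluorescence both relative to DMSO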
FN deposition inh: fibronectin deposition inhibition. AH1F fibroblasts, Alexa488-fibronectin deposition fluorescence, overnight. inhibition, % at 12.6 µM. actives 0.086% (n = 350,000);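 active = mean inhibition across replicates of 30% or more, regardless of how many single replicates reach that level; inconclusive = mean under 30% yet at least half of replicates reach 30%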;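 also: positive control wells lacked labelled fibronectin entirely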
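Material – AH1F fibroblast monolayer, labelled fibronectin deposition · Reagent – labelled fibronectin 24 nM · Timing – 1 h adhesion, overnight exposure · Measured by – fluorescence at 485 nm excitation, 525 nm emission · Read-out – inhibition of fibronectin deposition signal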
Active calls of the source: *; ? = inconclusive; · = not tested or not shown; & = joins results of further samples; ! = repeats disagree; [ ] = dose if it differs, or a comment. Hits appear at their usual frequency; 3.9% or so of the library scored in one or more.

SMILES	DENV2 CPE rescue	INS-1E GSIS act	PAX8 reporter	miR122 inh	F508del corr	EWS-Fli block	FN deposition inh
COCCn1c(N)c(N(Cc2ccccc2)C(=O)CSCC(=O)Nc2ccc(OC)cc2)c(=O)[nH]c1=O	-2	5	7	·	1.3	-1	-3
O=C(C[C@@H]1CC[C@H]2[C@@H](COC[C@@H](O)CN2CCC(F)(F)F)O1)N1CCC(Cc2ccccc2)CC1	11	-5	2	4[16.7 µM]	1.6	10	6
CC(OC(=O)C1=COCCO1)C(=O)c1ccc(Br)cc1 (stereo not drawn)	-9	·	8	1	4.5	-7	-3
Cc1ccc(-c2c(C(=O)N/N=C/c3ccco3)nnn2-c2nonc2N)cc1	0	11	2	·	1.3	-6	-27
CCC(C)(C(=O)NC1CCCC1)N(C(=O)c1cnccn1)c1ccccc1 (stereo not drawn)	-2	-1	8	-3	2.2	11	7
CCOC(=O)[C@@H]1[C@H]2COc3ccc(Br)cc3[C@@H]2N2C(=O)N(c3ccc(Cl)cc3)C(=O)[C@@]12C	?	-16	5	-3	1.2	6	8
OC[C@@H](O)C(O)[C@@H](O)CO (stereo partly drawn)	0	2	2	1	-2.0	-4	-10
CCCCNC(=O)C1CCN(S(=O)(=O)N2CCOCC2)CC1	·	-4	12	-3	-0.7	10	-2
CCCN1C[C@@H](C)[C@@H](OC)CN(C)C(=O)c2ccc(NC(=O)c3cccc(F)c3)cc2OC[C@H]1C	-10&18	47*!	-13&-12	·	2.1&-2.8	-2&13	-9&6&24
O=C(C[C@@H]1C[C@@H]2c3cc(NC(=O)C4CCC4)ccc3O[C@@H]2[C@H](CO)O1)NCc1ccc(Cl)cc1	-4	18	2	-1[16.7 µM]	-1.2	2	·
O=C(/C=C\Nc1ccccc1Br)c1ccc2c(c1)OCO2	4	3	-50	·	-2.6	75*	-14
C/C(=N\NC(=O)c1cc(C)nc2ccc(C)cc12)c1ccncc1	-4	14	4	·	-0.2	-3	1
Cc1c(NS(=O)(=O)c2ccc(Cl)c(C(=O)OC(C)C(=O)N3CCOCC3)c2)c(=O)n(-c2ccccc2)n1C (stereo not drawn)	-5	2	7	0	1.9	2	3
COC(=O)C[C@H]1CC[C@H]2[C@H](COc3ccc(NC(=O)c4ccccc4OC)cc3C(=O)N2C)O1	3	2	23	21[16.7 µM]	-0.5	-1	-10
C[C@@H]1CN([C@H](C)CO)C(=O)c2cc(N(C)C)ccc2O[C@H]1CN(C)C(=O)NC1CCCCC1	-6	3	-7	5[16.7 µM]	3.7	·	·
CN(Cc1ccon1)Cc1cn(C)nc1-c1cccc(Cl)c1	4	2	7	·	0.7	7	11
Cc1noc(C)c1S(=O)(=O)Nc1ccc2c(c1)C(=O)N([C@H](C)CO)C[C@H](C)[C@H](CN(C)S(=O)(=O)c1c(C)noc1C)OCCCC[C@@H](C)O2	-1	4	-15	4[16.7 µM]	1.7	-7	2
Cc1onc(C(=O)Nc2cccc(C(F)(F)F)c2)c1[N+](=O)[O-]	-3	-7	3	·	1.5	·	10
COc1ccc(NC(=S)N(CCCN2CCOCC2)C(C)c2cc3cccc(OC)c3o2)cc1 (stereo not drawn)	12	-35	3	-1	2.0	2	4
CCOC(=O)c1[nH]c2cc3c(cc2c1NC(=O)CN1CCCC1)OCO3	3	5	18	·	-2.5	13	2
COC(=O)c1ccc(Cn2c(C)c(C(=O)NCc3ccc([N+](=O)[O-])cc3)sc2=O)o1	-4	-16	19	·	-1.0	2	3
O=C(C1CCCN(c2ncnc3c2nc2n3CCCCC2)C1)N1CCN(c2cccc(Cl)c2)CC1 (stereo not drawn)	-6	-53	42	·	-1.6	·	6
COc1ccc(CNC(=O)c2cc3cc(OC)ccc3oc2=O)cc1	1	-4	28	·	2.1	18	5
CCS(=O)(=O)N1CC2(CN(C(=O)Cc3ccccn3)[C@@H](CO)c3[nH]c4cc(OC)ccc4c32)C1	4	0	1	·	3.7	-9	-2
O=C(N/N=C/C=C/c1ccccc1)C1CC1c1ccccc1 (stereo not drawn)	·	-11	9	-8	·	·	5

(next part)
SMILES	DENV2 CPE rescue	INS-1E GSIS act	PAX8 reporter	miR122 inh	F508del corr	EWS-Fli block	FN deposition inh
CC(=O)c1cc(C#N)c(N2CCN(c3ccccc3)CC2)nc1C	4	-1	-1	-5	0.4	-6	0
Cc1ccc(-c2nc3ccc(Cl)cn3c2Cc2cccc(F)c2)cc1	3	2	-191	-1	-1.1	-92	·
CN(C)CCN(C(=O)c1ccc(S(=O)(=O)N(C)C)cc1)c1nc2cc3c(cc2s1)OCCO3	-3	26	-48	-8	-3.3	-60	2
C[C@@H]1CN([C@@H](C)CO)C(=O)c2cc(N(C)C)ccc2O[C@@H]1CN(C)S(C)(=O)=O	?	5&13	-25&-10	1[16.7 µM]	0.0&-7.5	-5&-5	1&18
CC(C)C[C@H](N)c1nnc(SCC(=O)Nc2ccc(Br)cc2)o1	2	-4	-8	7	-0.3	·	-5
C[C@@H]1CN([C@@H](C)CO)C(=O)c2cc(NC(=O)Cn3cnnn3)ccc2O[C@@H]1CN(C)S(=O)(=O)c1ccccc1	-3	14	·	-5[16.7 µM]	-1.4	-3	·
C[C@H](CO)N1C[C@H](C)[C@@H](CN(C)C)Oc2c(NS(C)(=O)=O)cccc2C1=O	2&3	19	-15	7&-3[16.7 µM]	0.1&3.3	7&-3	·
O=C(/C=C\Nc1cccc(F)c1)c1ccc2c(c1)OCO2	·	·	-28	9	·	·	-22
O=C(NCc1cccs1)c1csc2ccccc12	·	7	·	-1	-0.9	-52	·
COc1cccc(CC(=O)N[C@@H](CCSC)c2nc3ccccc3[nH]2)c1	-2	-4	22	·	-2.6	3	-4
Nc1nc2ccccc2n1C(=O)c1ccco1	·	0	-78	·	·	·	4
COc1ccc(NC2c3ccccc3C(=O)N2Cc2ccccc2Cl)cc1OC (stereo not drawn)	-1	16	11	10	-1.3	4	4
CCC(=O)c1ccc(OCC(=O)OCC(=O)Nc2cccc(S(=O)(=O)N3CCOCC3)c2)cc1	9	-2	0	·	-6.5	2	3
CCc1noc(C)c1C(=O)N(C)CC(=O)Nc1ccc(F)c(F)c1F	18	18	0	-3	-4.5	-4	3
O=S(=O)(c1ccc(Cl)c2ccccc12)N1CCCC1	0	14	12	·	-0.5	0	-5
C[C@H]1CCCCO[C@@H](CN(C)Cc2ccc(C(=O)O)cc2)[C@@H](C)CN([C@@H](C)CO)C(=O)c2cc(NC(=O)NC3CCCCC3)ccc2O1	-3	8	-8	11[16.7 µM]	-3.1	-14	·
Cc1ccc(S(=O)(=O)N(C)C[C@@H]2OCCCC[C@H](C)Oc3ccc(NC(=O)C4CCCCC4)cc3C(=O)N([C@@H](C)CO)C[C@@H]2C)cc1	-5	-9	49	-4[16.7 µM]	-2.0	14	·
Cc1noc(C)c1NC(=O)Nc1cccc2c1O[C@@H](CN(C)Cc1ccc(Cl)c(Cl)c1)[C@@H](C)CN([C@H](C)CO)C2=O	0	-3	10	114*[16.7 µM]	-2.2	-2	-5
CCC(=O)N1CCN(c2ccc(NC(=O)COc3cccc(C)c3C)cc2)CC1	9	8	2	2	3.2	-9	1
C[C@H]1CN([C@@H](C)CO)C(=O)c2cc(NS(=O)(=O)c3ccc(Cl)cc3)ccc2O[C@H]1CN(C)S(C)(=O)=O	·	-2	·	15[16.7 µM]	-1.7	1	·
CCOC(=O)C1C(=O)NC(N2CCCCC2)=NC1c1ccccc1 (stereo not drawn)	·	·	2	2	·	·	-2
Cc1noc(C)c1S(=O)(=O)N(C)C[C@@H]1Oc2ccc(NC(=O)Nc3cccc4ccccc34)cc2CC(=O)N([C@@H](C)CO)C[C@H]1C	6	13	11	-9[16.7 µM]	-1.5	5	-9
Cc1ccc(S(=O)(=O)N2C[C@]3(O)C[C@@H]4C(=O)N(c5ccccc5)C(=O)[C@@H]4C[C@]3(OC(=O)NCc3ccco3)C2)cc1	-13	-2	-14	0	2.3	-8	-11
COc1ccc(S(=O)(=O)Nc2ccc3c(c2)C(=O)N([C@@H](C)CO)C[C@H](C)[C@H](CN(C)C(=O)CCCN(C)C)OCCCC[C@H](C)O3)cc1	-6	1	5	3[16.7 µM]	0.6	-12	·
O=C(Nc1cc(S(=O)(=O)N2CCCCC2)ccc1N1CCOCC1)c1cc(=O)[nH]c2ccccc12	3	5	2	6	-2.6	8	10

Later entries
SMILES	DENV2 CPE rescue	INS-1E GSIS act	PAX8 reporter	miR122 inh	F508del corr	EWS-Fli block	FN deposition inh
COc1ccc(N2C(=O)CC(Sc3nc4ccccc4s3)C2=O)cc1OC (stereo not drawn)	2	23	-6	-7	-8.6	11	-5
Cc1ccc(S(=O)(=O)N(C)C[C@H]2Oc3cc(C#CC4CCCC4)ccc3S(=O)(=O)N([C@@H](C)CO)C[C@H]2C)cc1	4	3	·	67[16.7 µM]	-0.7	15	9
C[C@H](CO)N1C[C@H](C)[C@@H](CN(C)CC2CC2)Oc2c(NS(=O)(=O)c3ccc(Cl)cc3)cccc2C1=O	12	14	-22	35[16.7 µM]	-4.9	-2	·
COc1cc(CNc2ccccc2SC)cc(OC)c1OC	7	7	·	·	-1.2	9	·
COc1cccc(C#Cc2ccc([C@H]3[C@@H](CO)N4C(=O)CN(C(=O)c5ccncc5)C[C@@H]34)cc2)c1	6	-11	6	·	-2.5	-7	·
CC(=O)N(Cc1ccccc1)C(CC(=O)NCc1ccccc1)C(=O)O (stereo not drawn)	-1	2	18	-3	4.6	3	22
COc1ccccc1/C=C(/C#N)C(=O)O	2	-43	-12	0	-1.4	-7	-6

For reference, part of the list above.
SMILES	DENV2 CPE rescue	INS-1E GSIS act	PAX8 reporter	miR122 inh	F508del corr	EWS-Fli block	FN deposition inh
CCOC(=O)C1C(=O)NC(N2CCCCC2)=NC1c1ccccc1 (stereo not drawn)	·	·	2	2	·	·	-2
Cc1noc(C)c1S(=O)(=O)N(C)C[C@@H]1Oc2ccc(NC(=O)Nc3cccc4ccccc34)cc2CC(=O)N([C@@H](C)CO)C[C@H]1C	6	13	11	-9[16.7 µM]	-1.5	5	-9
Cc1ccc(S(=O)(=O)N2C[C@]3(O)C[C@@H]4C(=O)N(c5ccccc5)C(=O)[C@@H]4C[C@]3(OC(=O)NCc3ccco3)C2)cc1	-13	-2	-14	0	2.3	-8	-11
COc1ccc(S(=O)(=O)Nc2ccc3c(c2)C(=O)N([C@@H](C)CO)C[C@H](C)[C@H](CN(C)C(=O)CCCN(C)C)OCCCC[C@H](C)O3)cc1	-6	1	5	3[16.7 µM]	0.6	-12	·
O=C(Nc1cc(S(=O)(=O)N2CCCCC2)ccc1N1CCOCC1)c1cc(=O)[nH]c2ccccc12	3	5	2	6	-2.6	8	10
COc1ccc(N2C(=O)CC(Sc3nc4ccccc4s3)C2=O)cc1OC (stereo not drawn)	2	23	-6	-7	-8.6	11	-5
Cc1ccc(S(=O)(=O)N(C)C[C@H]2Oc3cc(C#CC4CCCC4)ccc3S(=O)(=O)N([C@@H](C)CO)C[C@H]2C)cc1	4	3	·	67[16.7 µM]	-0.7	15	9
C[C@H](CO)N1C[C@H](C)[C@@H](CN(C)CC2CC2)Oc2c(NS(=O)(=O)c3ccc(Cl)cc3)cccc2C1=O	12	14	-22	35[16.7 µM]	-4.9	-2	·
COc1cc(CNc2ccccc2SC)cc(OC)c1OC	7	7	·	·	-1.2	9	·
COc1cccc(C#Cc2ccc([C@H]3[C@@H](CO)N4C(=O)CN(C(=O)c5ccncc5)C[C@@H]34)cc2)c1	6	-11	6	·	-2.5	-7	·
CC(=O)N(Cc1ccccc1)C(CC(=O)NCc1ccccc1)C(=O)O (stereo not drawn)	-1	2	18	-3	4.6	3	22
COc1ccccc1/C=C(/C#N)C(=O)O	2	-43	-12	0	-1.4	-7	-6
